Screening results (PubChem BioAssay)
MLL CXXC-DNA inh: blocks binding of human MLL CXXC domain to DNA; Potency, µM (doses to about 115 µM), without a hit: at the highest dose activity change, negative = inhibition, most hits filed as inhibitors; hit rate 0.037% among 290,000; Q03164; MLL-CXXC / FITC-HOXA9 DNA fluorescence polarization; active = well fitted inhibition curve with a large enough effect in the polarisation, with a control signal flat, not every such curve was filed as active; inconclusive = small, poorly fitted or top-dose-only effect, or effect the other way, or a change in a side signal; inactive = no such curve, though single readings can be large or run the other way; the % refers to the polarisation; note: potency is the fitted concentration of half-maximal effect
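Fluorescence polarization: 7 uM MLL-CXXC (stock) preincubated 5 min with compounds, then 50 nM fluorescein-HOX-A9 DNA (stock) added; 30 min ambient. Buffer 50 mM Tris-HCl pH 7.5, 50 mM NaCl, 1 mM DTT, 0.05% BSA.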
p53 reactivator: mutant p53 re-activation in reporter cells; Potency, µM (titrated, usually from 92.2 µM), without a hit: at the highest dose activity change, positive = activation, hits mostly activators; H1299 p53-A138V BP100-luciferase reporter, luminescence, 24 h; hit rate 0.063% among 320,000; AID 504706; note: potency is the fitted concentration of half-maximal effect; % of control where 0% means no effect; nearly all actives have a fitted effect of over 45% in size
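p53-null H1299 cells stably carrying temperature-sensitive p53-A138V and a BP100-luciferase reporter were pinned with compounds (4-point, 1:5 series) and held 24 hrs at 37 deg C. Luminescence was read 10 min after detection reagent.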
TCR activator: T cell receptor activation | primary human leukocytes, anti-CD3, IL-2 HTRF, 48 h | Potency, µM (titrated, usually from 9.22 µM), without a hit: at the top dose activation of IL-2 secretion, hits mostly activators | 330,000 tested, under 10 active; note: % of control where 0% means no effect
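TCR engagement came from a-CD3 beads alone, with compounds added to primary human leukocytes for 48 hr. Secreted IL-2 bridged europium cryptate- and d2-labelled anti-IL-2 antibodies, giving FRET emission at 665nm after 320nm excitation.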
B2AR arrestin: beta2AR (human) beta-arrestin recruitment activity; P07550; beta-arrestin recruitment to beta2AR, cell-based reporter; Potency, µM (doses to about 46.1 µM), for inactives: at the top dose activation, usual class: activators; hit rate 0.02% among 330,000;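 note: potency is the fitted concentration of half-maximal effect; 0% = DMSO controls and full agonism = EC100 isoproterenol or metaproterenol; nearly all actives have a fitted effect of over 65% in size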
TRPV1 ag: activates the human vanilloid receptor TRPV1. TRPV1-expressing cells, Fluo-8 calcium influx, agonist mode. activation, % at 8.33 µM. hit rate 0.19% among 320,000. Q8NER1. AID 540275; in the data active = activation above about 80%; inconclusive = between about 30% and that limit; note: 0% is about no effect
Target sequence (Q8NER1 whole entry, looked up): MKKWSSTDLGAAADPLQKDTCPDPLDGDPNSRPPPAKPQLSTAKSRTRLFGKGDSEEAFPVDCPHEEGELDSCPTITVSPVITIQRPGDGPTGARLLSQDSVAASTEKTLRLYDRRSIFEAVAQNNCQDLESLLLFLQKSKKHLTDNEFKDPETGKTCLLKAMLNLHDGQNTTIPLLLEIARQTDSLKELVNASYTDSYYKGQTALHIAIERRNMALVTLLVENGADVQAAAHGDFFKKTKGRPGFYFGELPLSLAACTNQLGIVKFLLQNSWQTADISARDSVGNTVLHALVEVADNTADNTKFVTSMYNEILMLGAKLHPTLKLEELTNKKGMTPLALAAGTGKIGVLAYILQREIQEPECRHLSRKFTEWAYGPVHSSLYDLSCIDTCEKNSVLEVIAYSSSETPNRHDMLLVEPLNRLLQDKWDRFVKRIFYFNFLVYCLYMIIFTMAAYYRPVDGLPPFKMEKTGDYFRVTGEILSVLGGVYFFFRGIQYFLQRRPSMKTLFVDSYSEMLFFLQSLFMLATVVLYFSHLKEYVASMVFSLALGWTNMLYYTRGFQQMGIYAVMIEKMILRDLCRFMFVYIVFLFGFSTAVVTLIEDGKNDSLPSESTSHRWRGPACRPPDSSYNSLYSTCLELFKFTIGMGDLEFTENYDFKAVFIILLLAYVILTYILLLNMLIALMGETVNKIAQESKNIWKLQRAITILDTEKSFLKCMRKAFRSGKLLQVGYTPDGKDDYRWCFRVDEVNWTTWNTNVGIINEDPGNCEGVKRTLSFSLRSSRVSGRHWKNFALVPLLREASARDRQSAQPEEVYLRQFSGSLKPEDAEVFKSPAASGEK
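Fluo-8 calcium influx in TRPV1-expressing cells, kinetic read (ex 480/em 520 nm). Compound added and read 3 min for agonist activity, followed by capsaicin at EC20 final and 2 min further read for enhancement.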
Integrin act MD: activates integrin-mediated alleviation for muscular dystrophy; alpha7betagal myoblasts, beta-gal FDG fluorescence, 48 h; Potency, µM (highest dose often 38.3 µM), for inactives: at the top dose activation, most hits filed as activators; hit rate 0.064% among 350,000;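 note: potency is the fitted concentration of half-maximal effect; 100% = response of the positive control SU9516; nearly all actives have a fitted effect of over 60% in size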
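Alpha7betagal+/- myoblasts (passage 13) were plated 16-24 hr, then exposed to compounds (1:260 dilution of DMSO stock) for 48 hours at 37C. After MPER lysis, β-galactosidase reporter activity was read as FDG fluorescence (ex 480/em 540) after 30 minutes.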
TSG101-PTAP inh: blocks PTAP/TSG101 interaction to inhibit HIV-1 budding; Q99816; Fluorescence polarization, FITC-PTAP peptide / Tsg101 binding; Potency, µM (doses to about 115 µM), for the others: at the top dose activity change, negative = inhibition, most hits filed as inhibitors; 340,000 tested, under 10 active; AID 493005; active = well fitted inhibition curve with a large enough effect in the main read-out, with a control signal flat, not every such curve was filed as active; inconclusive = small, poorly fitted or top-dose-only effect, or effect the other way, or a change in a side signal; inactive = no such curve, though single readings can be large or run the other way; note: potency is the fitted concentration of half-maximal effect; % of control where 0% means no effect
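Steps: Tsg101 binding domain dispensed (10 uM final), compounds pinned in DMSO, FITC-labeled PTAP-motif peptide added (50 nM final); after 20 min binding at room temperature, polarization measured.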
BRCA1 expr up: increases BRCA1 expression | MCF7-BRCA1-FFLuc reporter, luminescence, 48 h; response scale: scaled: vehicle 0%, 10 µM genistein 100% | Potency, µM (top dose mostly 46.1 µM), for inactives: at the top dose activation, hits mostly activators | hit rate 1.1% among 380,000 | AID 624202; note: potency is the fitted concentration of half-maximal effect; nearly all actives have a fitted effect of over 80% in size; some results filed as inactive show a strong effect at the top dose
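48 h compound treatment of MCF7-BRCA1-FFLuc cells (phenol-red free MEM, 37 °C), then 15 min with luciferase substrate and luminescence imaging.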
A-T KAP1 phos: candidate therapy for ataxia-telangiectasia; […] A-T fibroblasts, KAP-1 phosphorylation AlphaLISA; neocarzinostatin DNA damage 30 min before lysis; Potency, µM (highest dose often 57.5 µM), inactives show top-dose activation, most hits filed as activators; AID 485349; hit rate 0.19% among 320,000; note: potency is the fitted concentration of half-maximal effect; % of control where 0% means no effect; nearly all actives have a fitted effect of over 45% in size
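ATM-like activity read as KAP-1 phosphorylation via AlphaLISA donor/acceptor antibody pairs after lysis and 6 hr at 25C. Cells were ATM-null patient fibroblasts ([…], hTERT), dosed 60 min, then exposed to the DSB inducer NCS for 30 min.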
ELG1 DNA repair: inhibitors of ELG1-dependent DNA repair in HEK293T cells | HEK293T ELG1-luciferase reporter, luminescence, 16 h; DNA damage induced by 5-fluorouridine | Potency, µM (doses to about 46.1 µM), without a hit: at the highest dose activity change, negative = inhibition, usual class: inhibitors | hit rate 2.3% among 330,000; note: potency is the fitted concentration of half-maximal effect; % is set by controls: 0 for no effect and ±100 for the full control effect; nearly all actives have a fitted effect of over 55% in size
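5-Fluorouridine DNA damage + compound/DMSO, 2,000 cells/well, 16 h, 37 °C/5% CO2. ONE-Glo, 30 min RT, luminescence. Readout = decrease in reporter signal.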
Numbers without * were called inactive; ? = inconclusive; . = no result given; [ ] = dose if it differs, or a comment. Unless noted, calls come from the whole dose curve; as a rule, active = well fitted curve in the direction sought with a large enough effect; inconclusive = small, poorly fitted or top-dose-only effect, or another doubt; inactive = no such curve, though single readings can be large; an effect the other way counts as inactive or inconclusive.

SMILES	MLL CXXC-DNA inh	p53 reactivator	TCR activator	B2AR arrestin	TRPV1 ag	Integrin act MD	TSG101-PTAP inh	BRCA1 expr up	A-T KAP1 phos	ELG1 DNA repair
ON/C=N/C(=S)Nc1ncc(C(F)(F)F)cc1Cl	-9%	6%	-9%	0.0%	-5	?	0%	-2%	6%	-17%
C#CCOCCOCCOCCNc1nc(N2CCN(C(=O)CCCCCCCCCCNC(=O)Cn3cc(CCCCCN)nn3)CC2)nc(N2CCN(C(=O)CCCCCCCCCCNC(=O)[C@@H](CCC(=O)O)n3cc(CCCCCN)nn3)CC2)n1	.	9%	-2%	0.2%	-5	-4%	0%	8%	3%	2%
CN(c1ccccc1)S(=O)(=O)c1ccc(NC(=O)CC(=O)c2ccccc2)cc1	.	.	-3%	.	.	5%	-2%	-15%	.	.
CCOC(=O)c1ccccc1NC(=O)C(C)Oc1ccccc1 (centres undefined)	13%	5%	5%	-0.3%	23	2%	-9%	-10%	14%	3%
Cc1cccc(OCCCC(=O)Nc2ccc(N(C)C)cc2)c1	2%	?	4%[46.1 µM]	-0.4%	6	2%	1%	63%	-32%	?
O=C(CCNc1n[nH]c(=O)[nH]c1=O)N/N=C/c1ccc(C(F)(F)F)cc1	-4%	-1%	1%	0.5%	-5	-27%	-2%	16%	1%	-10%
CC(C)N(Cc1ccccc1)C(=S)Nc1ccc(F)cc1	-8%	-1%	-15%	-0.5%	-1	16%	0%	-15%	-2%	-9%
Cc1ccc(NC(=O)COC(=O)c2ccc(-n3nc(C)cc3C)cc2)c(F)c1	.	7%	1%	-0.3%	.	-5%	-2%	-4%	5%	16%
C=C1[C@@H](C)C2[C@H](Cc3ccccc3)NC(=O)[C@]23OC(=O)CC[C@H](O)CCC[C@H](C)C/C=C/[C@H]3[C@@H]1O (some centres undefined)	-2%	2%	.	-0.1%	6	.	.	.	24%	?
CC(C)NC(=O)c1ccccc1NS(=O)(=O)c1ccc(Br)s1	-8%	.	5%	-0.6%	3	22%	-5%	-46%	-8%	?
Cc1ccc(C)c(NC(=O)C2CCN(C(=O)c3cccs3)CC2)c1	0%	3%	-6%	-0.2%	-2	20%	1%	-16%	-5%	-5%
Cc1ccc(C)c(OCCC(=O)OCC(=O)NC2CC2)c1	.	-1%	5%	-0.1%	7	-3%	-5%	-3%	-5%	8%
CCS(=O)(=O)NCC(c1cccnc1)N1CCN(c2ccc(F)cc2)CC1 (centres undefined)	-6%	0%	-4%	0.3%	3	-2%	-6%	1%	4%	-1%
CCC(O)CC(C(=O)NNc1ccccc1)C(=O)NNc1ccccc1 (centres undefined)	-22%	3%	1%	0.0%	-1	13%	-4%	-19%	0%	?
Cc1nc2nc(-c3ccccc3)[nH]n2c(=O)c1Cc1ccccc1	-9%	18%	-6%	-0.4%	-1	-7%	3%	59%	1%	?
FC(F)Oc1ccc(-n2cc(-c3ccc(Cl)cc3)[n+]3c2CCCCC3)cc1	25%	-1%	1%	0.0%	-1	-18%	0%	-44%	14µM*	?
COc1ccc(CCN(C)C(=O)c2c(C)nn(-c3ccccc3)c2C)cc1OC	10%	0%	7%	-0.1%	-2	22%	1%	0%	8%	6%
CCCCC1C(=O)NN(c2ccccc2)C1=O (centres undefined)	.	.	2%	.	.	-18%	-2%	-12%	.	.
COc1cc(OC)cc(-c2n[nH]c(=S)n2-c2ccc3c(c2)OCCO3)c1	7%	-3%	2%	-0.3%	-3	5%	0%	0%	-7%	-11%
O=C(N/N=C/c1ccc(Cl)cc1Cl)c1ccc2nc[nH]c2c1	4%	11%	2%	0.4%	8	24%	5%	60%	5%	?
CC(C)(C)C(=O)Nc1sc2c(c1C#N)CCCCC2	-9%	16%	1%[46.1 µM]	-0.4%	3	9%	-3%	50%	5%	?
NNC(=O)c1n[nH]c2c1CC(C1CCCCC1)CC2 (centres undefined)	.	2%	-1%	-0.1%	1	22%	.	-15%	2%	-9%
CCCc1cc(=O)[nH]c(SCC(=O)NC2CCCc3ccccc32)n1 (centres undefined)	0%	2%	3%	-0.3%	1	2%	-10%	-1%	27%	-7%
CC(C)(Oc1ccc(Cl)cc1)C(=O)OCC(=O)NCCc1ccccc1	5%	-1%	6%	-0.5%	12	0%	-3%	6%	-6%	-4%
COc1ccc(CC(=O)Nc2c3c(nn2C(C)(C)C)CS(=O)(=O)C3)cc1OC	2%	6%	-2%	-0.5%	-2	14%	.	-6%	16%	14%

Shown in markdown: 2 of the compounds above
| structure | MLL CXXC-DNA inh | p53 reactivator | TCR activator | B2AR arrestin | TRPV1 ag | Integrin act MD | TSG101-PTAP inh | BRCA1 expr up | A-T KAP1 phos | ELG1 DNA repair |
| --- | --- | --- | --- | --- | --- | --- | --- | --- | --- | --- |
| CCOC(=O)c1ccccc1NC(=O)C(C)Oc1ccccc1 (centres undefined) | 13% | 5% | 5% | -0.3% | 23 | 2% | -9% | -10% | 14% | 3% |
| Cc1cccc(OCCCC(=O)Nc2ccc(N(C)C)cc2)c1 | 2% | ? | 4%[46.1 µM] | -0.4% | 6 | 2% | 1% | 63% | -32% | ? |

Returning to the listing, starting 6 compounds before the break.
SMILES	MLL CXXC-DNA inh	p53 reactivator	TCR activator	B2AR arrestin	TRPV1 ag	Integrin act MD	TSG101-PTAP inh	BRCA1 expr up	A-T KAP1 phos	ELG1 DNA repair
O=C(N/N=C/c1ccc(Cl)cc1Cl)c1ccc2nc[nH]c2c1	4%	11%	2%	0.4%	8	24%	5%	60%	5%	?
CC(C)(C)C(=O)Nc1sc2c(c1C#N)CCCCC2	-9%	16%	1%[46.1 µM]	-0.4%	3	9%	-3%	50%	5%	?
NNC(=O)c1n[nH]c2c1CC(C1CCCCC1)CC2 (centres undefined)	.	2%	-1%	-0.1%	1	22%	.	-15%	2%	-9%
CCCc1cc(=O)[nH]c(SCC(=O)NC2CCCc3ccccc32)n1 (centres undefined)	0%	2%	3%	-0.3%	1	2%	-10%	-1%	27%	-7%
CC(C)(Oc1ccc(Cl)cc1)C(=O)OCC(=O)NCCc1ccccc1	5%	-1%	6%	-0.5%	12	0%	-3%	6%	-6%	-4%
COc1ccc(CC(=O)Nc2c3c(nn2C(C)(C)C)CS(=O)(=O)C3)cc1OC	2%	6%	-2%	-0.5%	-2	14%	.	-6%	16%	14%
Cc1ccccc1NC(=S)N/N=C/c1ccc(O)cc1O	-11%	?	3%	-0.8%	1	-36%[inhibitor]	-2%	-21%	-27%	?
COc1ccc(C2=NOC(C)(c3nnc(-c4ccc(Cl)cc4)o3)C2)cc1 (centres undefined)	.	.	-3%	.	.	26%	-1%	5%	.	.
CCOC(=O)Cn1c(=NC(=O)CN2C(=O)CCC2=O)sc2cc(S(N)(=O)=O)ccc21	1%	-3%	-9%[46.1 µM]	-3.1%	0	1%	0%	2%	3%	16%
CCOC(=O)N1CC=C2C(C#N)=C(N)C(C#N)(C#N)[C@H](c3cccs3)C2C1 (some centres undefined)	9%	8%	-12%[46.1 µM]	-0.4%	0	-28%	-2%	-13%	-2%	?
Cc1cc(=O)[nH]c(N2CCCC2)n1	12%	14%	6%	-0.5%	1	9%	0%	2%	0%	?
Cc1ccc(C)c(NC(=O)COC(=O)c2c(C)nn(-c3ccccc3)c2C)c1	.	-2%	1%	0.3%	-3	-2%	0%	1%	-3%	?
Cc1ccc(CNC(=O)c2cc(S(=O)(=O)N3CCCCC3)ccc2N2CCOCC2)cc1	.	-5%	5%	-0.9%	?	11%	-2%	-1%	1%	?
O=C(COc1ccc2ccccc2c1)N1CCN(C(=O)c2cccs2)CC1	2%	-12%	5%[46.1 µM]	-0.1%	4	-15%	-3%	-17%	2%	-28%
CCOC(=O)C1=C(COc2ccc(C)cc2)NC(=O)NC1c1cc(C)ccc1C (centres undefined)	0%	4%	-6%[46.1 µM]	-0.7%	1	-10%	-1%	-23%	1%	?
COc1ccc(Cn2c(=O)c3cccnc3n(Cc3ccc([N+](=O)[O-])cc3)c2=O)cc1	11%	-5%	-7%	0.4%	7	4%	-5%	38%	-12%	?
CC(C)[C@@H](NC(=O)C1CCN(C(=O)[C@@H]2CCCN2C(=O)OC(C)(C)C)CC1)C(=O)NCc1ccc(F)cc1	1%	9%	2%	-0.2%	1	-2%	1%	-4%	-5%	7%
C1=C(c2ccccc2)Nc2ccccc2N=C1c1ccccc1	-2%	1%	-2%[46.1 µM]	-0.1%	7	0%	-2%	-21%	-4%	-1%
CCCCN1CC(CO)Oc2cccc(F)c2S1(=O)=O (centres undefined)	.	.	-2%	.	.	-5%	-6%	6%	.	.
CCc1nc2ccccc2c(=O)n1NC(=O)c1c(O)c2ccccc2[nH]c1=O	-13%	-8%	10%	0.5%	-3	33%	-10%	2%	2%	-27%
N#Cc1ccc(NC(=O)Nc2ccc(Oc3ccc(NC(=O)Nc4ccc(C#N)cc4)cc3)cc2)cc1	?	-2%	-3%	-0.8%	?	-15%	-2%	-86%[inhibitor]	2%	?
O=C(CN1C(=O)NC2(CCCCC2)C1=O)Nc1ccccc1Cl	0%	3%	7%	-0.1%	0	-12%	-1%	5%	8%	0%
